# High-throughput results from PubChem.
# DT40 TDP1 CPT: qHTS for Inhibitors of human tyrosyl-DNA phosphodiesterase 1 (TDP1): qHTS in cells in presence of CPT; chicken DT40 Tdp1-/-;hTDP1 cells + 20 nM CPT, ATP luminescence, 48 h; Potency, µM (titrated, usually from 46.2 µM), without a hit: at the highest dose activity change, negative = growth inhibition, actives largely listed as inhibitors; 12% of 420,000 active; further: nearly all actives have a fitted effect of over 55% in size
#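 Chicken DT40 Tdp1-/- cells complemented with human TDP1, 400 cells/well, exposed to compounds plus 20 nM camptothecin for at least 48 h at 37 C; viability read as ATP content by CellTiter-Glo luminescence.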
# TDP1 inh: qHTS Assay for Inhibitors of Tyrosyl-DNA Phosphodiesterase (TDP1); Tyrosyl-DNA phosphodiesterase 1 (Homo sapiens), Q9NUW8; recombinant TDP1, AlphaScreen DNA substrate cleavage; Potency, µM (top dose mostly 130 µM), inactives show top-dose activity change, negative = inhibition, hits mostly inhibitors; 0.28% of 350,000 active; further: nearly all actives have a fitted effect of over 40% in size
# Target sequence (Q9NUW8 whole entry, looked up): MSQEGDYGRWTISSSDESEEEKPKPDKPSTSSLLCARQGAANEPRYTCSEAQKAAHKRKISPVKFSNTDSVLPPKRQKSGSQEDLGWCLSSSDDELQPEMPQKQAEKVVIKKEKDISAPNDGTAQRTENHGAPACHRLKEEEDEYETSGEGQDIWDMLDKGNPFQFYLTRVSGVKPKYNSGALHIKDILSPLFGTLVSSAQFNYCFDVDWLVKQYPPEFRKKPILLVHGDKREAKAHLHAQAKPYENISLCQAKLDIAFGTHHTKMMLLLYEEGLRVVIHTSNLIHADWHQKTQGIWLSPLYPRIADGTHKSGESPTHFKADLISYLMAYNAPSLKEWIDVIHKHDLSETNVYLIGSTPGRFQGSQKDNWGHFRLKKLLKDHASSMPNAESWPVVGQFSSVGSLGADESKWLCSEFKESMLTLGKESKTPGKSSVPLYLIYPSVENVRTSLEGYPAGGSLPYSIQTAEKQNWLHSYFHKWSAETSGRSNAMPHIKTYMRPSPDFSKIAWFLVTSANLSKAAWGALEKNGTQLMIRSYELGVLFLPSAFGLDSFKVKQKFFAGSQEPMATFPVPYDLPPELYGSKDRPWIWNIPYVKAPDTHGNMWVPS
#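 Tdp1 1 nM final; 15 min RT w/ cpd; substrate 15 nM, 5 min; beads 10 ug/ml, 10 min; AlphaScreen read. Neg ctrl: no enzyme.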
# TDP1 cell noCPT: qHTS for Inhibitors of human tyrosyl-DNA phosphodiesterase 1 (TDP1): qHTS in cells in absence of CPT. DT40 Tdp1-/- hTDP1 cells, no CPT, ATP luminescence, 48 h. Potency, µM (top dose mostly 46.2 µM), for inactives: at the highest dose activity change, negative = growth inhibition, most hits filed as inhibitors. 15% of 420,000 active; further: nearly all actives have a fitted effect of over 55% in size
#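 Chicken DT40 Tdp1-/- cells complemented with human TDP1, screened without camptothecin (DMSO vehicle only), 400 cells/well. Compounds pin-transferred, cells incubated at 37 °C for at least 48 hr. Growth read as ATP-dependent luminescence (CellTiter-Glo, 30 min at RT).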
# The depositor's hits bear a star; ? = inconclusive; . = not tested or not shown; & = joins results of further samples; [ ] = another dose, or the depositor's remark. The call rests on the fitted dose curve; in most records, active means well fitted curve in the direction sought with a large enough effect; inconclusive means small, poorly fitted or top-dose-only effect, or another doubt; inactive means no such curve, though single readings can be large; an effect the other way counts as inactive or inconclusive. On the % scale 0 is the no-effect control and ±100 the full control effect; potency means the concentration at half of the fitted maximal effect.
no. | structure | DT40 TDP1 CPT | TDP1 inh | TDP1 cell noCPT
1 | COc1ccc(C(C(=O)NCCC(C)C)N(CCO)C(=O)c2snc(C(N)=O)c2N)cc1OC (stereo not given) | -5% | . | 16%
2 | COc1ccc(OC)c(NC(=O)CSc2nc3[nH]c(=O)[nH]c(=O)c3s2)c1 | 2% | . | -7%
3 | S=c1[nH]nc(-c2cc(-c3ccccn3)nc3ccccc23)o1 | ? | 9% | ?
4 | O=C(C(=O)N1CCC(Cc2ccccc2)CC1)c1cccs1 | -21% | . | -27%
5 | CCC(C)NC(=O)CCc1nnc2ccc(N3CCC(C)CC3)nn12 (stereo not given) | -5% | . | 1%
6 | Cc1ccc(N2C(=O)CC(Nc3ccc(Cl)c(S(=O)(=O)N(C)C)c3)C2=O)c(C)c1 (stereo not given) | -15% | 5% | -1%
7 | CC1CCN(CC2C(=O)O[C@@H]3C[C@@]4(C)CCC[C@H](C)C4=C[C@H]23)CC(C)(C)C1 (stereo not given in full) | ? | . | 18µM*
8 | CCc1ccc(NS(=O)(=O)c2ccc3[nH]cc(C(=O)NCC4CCCO4)c(=O)c3c2)cc1 (stereo not given) | -15% | -12% | -8%
9 | COc1cc(/C=C(/C#N)c2nc3ccccc3[nH]2)ccc1OCC(=O)Nc1ccccc1C(C)C | 4.6µM* | 3% | 5.8µM*
10 | COC(=O)C1=C(C)NC(=O)/C1=C\c1cc(C)n(-c2ccccc2)c1C | ? | 8% | ?
11 | CC(=O)Nc1ccc(NC(=O)/C=C/c2ccccc2)cc1 | -3% | 1% | -3%
12 | CCc1ccc(OC)c(S(=O)(=O)N2CCN(C(=O)c3ccco3)CC2)c1 | ? | 2% | -8%
13 | CN(CC(=O)Nc1ccc(Cl)cc1)Cc1cc(=O)n2ccsc2n1 | -23% | 1% | 3%
14 | O/N=C/c1ccc(OCc2ccccc2)c(Cl)c1 | -23% | 3% | ?
15 | NC(CO)c1csc(Nc2ccc(C(=O)c3ccccc3)cc2)n1 (stereo not given) | -2% | . | ?
16 | CCOc1ccccc1-c1noc(CCC(=O)Nc2cccnc2)n1 | ? | ? | ?
17 | Cc1ccc(NC(=O)c2cc(C)nc3ccccc23)c(C)c1 | -18% | . | ?
18 | O=C1N[C@@H](c2ccccc2)COC(=O)[C@H](Cc2ccc(F)cc2)CC/C=C/C[C@@H]1CC(=O)N(CCO)Cc1ccccc1 | ? | 1% | 16µM*
19 | CC(C)(C)c1ccc(-c2nc3c(C#N)c(-c4ccc5c(c4)OCO5)ccn3n2)cc1 | 18µM* | 2% | 13µM*
20 | COc1ccc(Br)cc1CN(C)C(=O)c1ccncc1 | 11% | 2% | 19%
21 | CCOc1ccccc1NC(=O)C(=O)Nc1ccc2nc3n(c(=O)c2c1)CCCCC3 | 23µM* | 0% | 18µM*
22 | CCc1ccc(CC2(O)CC(C)N(C)CC2C)cc1 (stereo not given) | -4% | -8% | -10%
23 | CCn1c2ccccc2c2cc(CN3CCN(Cc4cccc(Cl)c4)CC3)ccc21 | ? | 3%[12.3 µM] | ?
24 | Cc1cc(Cl)cc2c(N=Nc3ccccc3C(=O)O)c(O)[nH]c12 | ? | . | ?
25 | Cc1ccc(N2C(=O)CS/C2=N\C(=S)Nc2ccccc2)cc1 | ? | . | 5.8µM*
26 | COc1ccccc1CNC(=O)[C@H](C)NC(=O)C1CCN(C(=O)[C@@H]2CCCN2C(=O)OC(C)(C)C)CC1 | -17% | . | -18%
27 | Cc1cc(C)c(C#N)c(SCC(=O)Nc2ccc(S(=O)(=O)Nc3ncccn3)cc2)n1 | -6% | 5% | ?
28 | O=C1NC(=Nc2ccccc2Cl)S/C1=C\c1cccc([N+](=O)[O-])c1 | ? | . | ?
29 | CCN(CC)S(=O)(=O)c1cccc(NC(=S)NC(=O)/C=C/c2ccc(S(=O)(=O)N3CCOCC3)cc2)c1 | 0% | 8% | ?
30 | CC(C)(C)C(=O)Nc1cc(S(=O)(=O)Nc2ccc(Cl)cc2)ccc1Cl | 18µM* | 2% | 23µM*
31 | CCOC(=O)N1CCC(NC(=O)C(Cc2ccccc2)NC(=O)c2ccco2)CC1 (stereo not given) | -2% | 1% | -7%
32 | Cc1nc(=S)c2c([nH]1)-c1ccccc1CC21CCCCC1 | 21µM* | 7% | 18µM*
33 | CCc1ccc(CNC(=O)CSc2cc(=O)n(C)c3ccc(Cl)cc23)cc1 | 23µM* | 6% | 23µM*
34 | O=C(O)CCn1c(-c2ccccc2)cc2c1CCCC2=O | -18% | 0% | -9%
35 | Cc1ccc(-c2nc(CS(=O)CC(=O)NCCN3CCCCC3C)c(C)o2)cc1 (stereo not given) | -7% | 0% | ?
36 | COc1ccccc1C(=O)Nc1cccc(C(=O)OCc2cc(=O)n3cc(C)sc3n2)c1 | -8% | 4% | -20%
37 | O=S(=O)(NCC(c1cccnc1)N1CCOCC1)c1cccs1 (stereo not given) | -6% | 5% | -10%
38 | O=C(c1cccc(NC2=NC3CS(=O)(=O)CC3S2)c1)N1CCN(c2ccc(F)cc2)CC1 (stereo not given) | 2% | . | -1%
39 | O=C(NCc1ccco1)c1cc(-c2cccs2)nc2ccccc12 | ? | 0% | ?
40 | O=C(c1ccc2c(c1)N(Cc1ccc(Cl)cc1)C(=O)c1ccccc1S2(=O)=O)N1CCCCC1 | ? | 10% | ?
41 | CCCNCc1cc(Cl)c(OCC)c(Cl)c1 | -8% | 3%[56.1 µM] | -17%
42 | CCn1c(C)nc2cc(C(=O)N/N=C/c3cccc(O)c3O)ccc21 | 15µM* | . | 9.2µM*
43 | CCCCN(CC)C(=O)CSc1nc2n[nH]c(C)c2c(=N)n1-c1cccc(C)c1 | 7.3µM* | 7%&2% | 21µM*
44 | CCOC(=O)Cn1c2c(c(-c3ccccc3OC)cc1=O)CCCC2 | 6% | 7% | -28%
45 | CCOC(=O)C1CCN(C(=O)CN(c2ccc(OC)cc2)S(=O)(=O)c2c(C)noc2C)CC1 | 5% | 2% | -16%
46 | Cn1cc(S(=O)(=O)N2CCCCC2)cc1C(=O)N1CCN(c2ccccc2F)CC1 | -23% | 8% | ?
47 | COc1ccc(NCC(=O)n2c(C)c(C)c3ccccc32)cc1OC | -25% | 5% | ?
48 | O=C(COC(=O)c1ccc(O)cc1O)c1ccc2c(c1)OCO2 | -1% | 6%[56.1 µM] | -10%
49 | Cc1cc(C)c(S(=O)(=O)n2nc(C)c(Br)c2C)c(C)c1 | 3% | -5% | -21%
50 | O=C(Nc1ccc(F)c(Cl)c1)c1ccc2c(=O)n3c(nc2c1)CCCCC3 | 16µM* | 1% | 21µM*
51 | COc1ccc(CNC(=O)C2CCN(S(=O)(=O)N3CCCCC3)CC2)cc1 | -4% | 2% | 3%
52 | COc1ccc(C(=O)NNC(=O)c2cccc(S(=O)(=O)N3CCOCC3)c2)cc1 | -14% | 2% | -11%
53 | N#Cc1c(NCCN)nc(-c2ccco2)c2c1CCCC2 | ? | 4% | ?
54 | Cc1ccc(C)c(CSc2cn(CC(=O)N3CCCC3)c3ccccc23)c1 | ? | 5% | ?
55 | Cc1ccc(Cn2nc(C)cc2C(=O)Nc2ccc(Cl)cc2)cc1 | ? | -1% | ?
56 | CCCCCc1nc2c(=O)n(C)c3ccccc3c2o1 | -24% | 7% | ?

# The list goes on:
no. | structure | DT40 TDP1 CPT | TDP1 inh | TDP1 cell noCPT
57 | COc1ccc(-c2cc3nc(NCc4ccc(C)cc4C)n(C)c(=O)c3s2)cc1OC | ? | . | ?
58 | CN1CCN(C(=O)CN(c2cccc(Br)c2)S(=O)(=O)c2ccccc2)CC1 | 1% | 3% | -5%
59 | Cc1ccc(S(=O)(=O)N(c2ccc(Br)cc2)C2C=CS(=O)(=O)C2)cc1 (stereo not given) | -12% | 1% | -9%
60 | Cc1ccccc1C(=O)NC1CC2CCCC(C1)N2Cc1ccccc1 (stereo not given) | -6% | . | 5%
61 | Cc1nc2ccc(-c3nc4ccc(N)cc4[nH]3)cc2[nH]1 | 2.9µM* | -1% | 4.1µM*
62 | CC(=O)N/C(=C\c1ccccc1)C(=O)OCC(=O)N(C)C1CCS(=O)(=O)C1 (stereo not given) | 10% | 1% | 4%
63 | C[C@]12c3[nH]c4ccc(Cl)cc4c3CCN1C(=O)[C@@H](CC(=O)NCC13CC4CC(CC(C4)C1)C3)C[C@@H]2C(=O)N1CCOCC1 | 10µM* | 3%[56.1 µM] | 13µM*
64 | CC1CN(Cc2ccccc2)C(=O)NC1=O (stereo not given) | 24% | . | 5%
65 | O=c1cc(-c2ccc(O)cc2)oc2c([C@@H]3O[C@H](CO)[C@@H](O)[C@H](O)[C@H]3O)c(O)c([C@@H]3O[C@H](CO)[C@@H](O)[C@H](O)[C@H]3O)c(O)c12 | 2% | 0% | 4%
66 | C/C(=N\NC(=O)c1cc([N+](=O)[O-])cc([N+](=O)[O-])c1)c1ccco1 | ? | 6% | -24%
67 | CC(=O)C(C)Oc1ncn(-c2ccccc2)n1 (stereo not given) | -14% | 2% | -2%
68 | O=C(c1ccoc1)N1CCC2(CC1)Oc1ccc(Cl)cc1C(=O)C21CC(c2cccnc2)=NO1 (stereo not given) | -14% | 5% | -13%
69 | Cc1c(NN=C(C#N)C#N)c(=O)n(-c2ccccc2)n1C | -85% | 2% | ?
70 | CSc1cccc(NS(=O)(=O)c2ccc3[nH]cc(C(=O)N4CCCC4)c(=O)c3c2)c1 | -1% | -12% | -2%
71 | CCOC(=O)CNC(=O)CSc1nc(C(C)C)nc2c1cnn2-c1ccccc1 | -22% | . | ?
72 | COc1ccc(C2Nc3ccccc3C(=O)N2NS(=O)(=O)c2ccccc2)cc1 (stereo not given) | 15% | -1% | -12%
73 | C[C@H](CO)N1C[C@H](C)[C@H](CN(C)C(=O)Nc2ccc(F)cc2)OCc2ccccc2-c2c(n(C)c3ccccc23)C1=O | 15µM* | . | 13µM*
74 | COc1ccc(C2C(C#N)=C(N)N(N(C)C)C3=C2C(=O)CC(C)(C)C3)cc1 (stereo not given) | -4% | . | 11%
75 | C[C@H](CO)N1C[C@H](C)[C@H](CN(C)C(=O)c2ccccn2)Oc2cc(C#Cc3ccc(F)cc3)ccc2S1(=O)=O | 21µM* | . | 18µM*
76 | Cc1c(C(=O)N2CCN(c3ncccn3)CC2)oc2ccc(F)cc12 | ? | 0% | ?
77 | Cc1ccc(/C=N/NC(=O)C[n+]2ccccc2)o1 | 2% | -2% | -11%
78 | Cc1c(CNC(=O)C2CC2)c(-n2cccc2)n(Cc2ccccc2)c1C | -14% | 7% | ?
79 | Nc1c(SCCC(=O)O)ccc2c1C(=O)c1ccccc1C2=O | -18% | . | -4%
80 | OCCCNc1cc(-c2ccccc2)nc2cc(-c3ccc(F)cc3)nn12 | 8.2µM* | . | 5.2µM*
81 | c1coc(Cn2c(-c3ccco3)nc3ccccc32)c1 | ? | 0% | ?
82 | C=CCn1c(SCc2ccccc2Cl)nnc1-c1sc2nc(C)cc(C)c2c1N | ? | 1% | 23µM*
83 | C=C(C)CNC(=S)N/N=C/c1ccco1 | 18µM* | 4% | 5.2µM*
84 | O=C(c1cccc(Br)c1)N1CCN(S(=O)(=O)N2CCCCC2)CC1 | -5% | 1% | -6%
85 | Cc1ccc(C)c(NC(=O)CCC(=O)NNC(=O)COc2cc(C)ccc2C)c1 | -4% | 4% | -14%
86 | Cc1ccc(NC(=O)c2ccc(Oc3ncccn3)cc2)cc1 | -17% | 0% | -14%
87 | COC(=O)c1cc2oc3ccccc3c2n1CC(=O)Nc1ccc(Cl)cc1F | ? | -1% | ?

# Eleven entries from above, with two lines to a compound.
# Every second line gives: DT40 TDP1 CPT | TDP1 inh | TDP1 cell noCPT
(76) Cc1c(C(=O)N2CCN(c3ncccn3)CC2)oc2ccc(F)cc12
→ ? | 0% | ?
(77) Cc1ccc(/C=N/NC(=O)C[n+]2ccccc2)o1
→ 2% | -2% | -11%
(78) Cc1c(CNC(=O)C2CC2)c(-n2cccc2)n(Cc2ccccc2)c1C
→ -14% | 7% | ?
(79) Nc1c(SCCC(=O)O)ccc2c1C(=O)c1ccccc1C2=O
→ -18% | . | -4%
(80) OCCCNc1cc(-c2ccccc2)nc2cc(-c3ccc(F)cc3)nn12
→ 8.2µM* | . | 5.2µM*
(81) c1coc(Cn2c(-c3ccco3)nc3ccccc32)c1
→ ? | 0% | ?
(82) C=CCn1c(SCc2ccccc2Cl)nnc1-c1sc2nc(C)cc(C)c2c1N
→ ? | 1% | 23µM*
(83) C=C(C)CNC(=S)N/N=C/c1ccco1
→ 18µM* | 4% | 5.2µM*
(84) O=C(c1cccc(Br)c1)N1CCN(S(=O)(=O)N2CCCCC2)CC1
→ -5% | 1% | -6%
(85) Cc1ccc(C)c(NC(=O)CCC(=O)NNC(=O)COc2cc(C)ccc2C)c1
→ -4% | 4% | -14%
(86) Cc1ccc(NC(=O)c2ccc(Oc3ncccn3)cc2)cc1
→ -17% | 0% | -14%
